tim23-1 inh – growth inhibitors of tim23-1 mutant yeast, primary screen, luminescence, uHTS | AID 463212, 2010 | S. cerevisiae tim23-1 growth, BacTiter-Glo luminescence, 24 h | inhibition, % at 20 µM | 330,000 tested, 1.3% active;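 active means growth inhibition of the mutant yeast at or above 50%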;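 further: temperature-sensitive mutant grown at 25 °C; plate controls were DMSO-treated mutant yeast for no effect and medium wells lacking yeast for full effect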
TIM10 inh – growth inhibitors of isogenic TIM10 control yeast, primary screen, counter-screen for tim10-1 yeast inhibitor project, luminescence, uHTS; S. cerevisiae TIM10 strain growth, BacTiter-Glo luminescence, 24 h; inhibition, % at 10 µM; 330,000 tested, 1.4% active; AID 463195, 2010;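 active means inhibition of 40% or more at the single tested concentration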;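 further: wild-type TIM10 isogenic control strain grown at permissive 25 °C; 0% = DMSO yeast wells and 100% = minimal medium wells without yeast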
NALP3 yeast inh – NALP3 inflammasome inhibitors in reconstituted yeast, primary screen, luminescence, uHTS; AID 2825, 2010; inhibition, % at 10 µM; Yeast reconstituted NLRP3/ASC/caspase-1, beta-gal luminescence, 24 h; 330,000 tested, 0.39% active;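 active means inhibition of 50% or more; inactive means inhibition below 50%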;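 further: plate controls were induced DMSO wells for no effect and uninduced yeast grown without galactose for full effect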
XBP1 UPR activ – activators of adaptive XBP1 UPR arm, primary screen, cell-based, CHO-XBP1 luciferase reporter, luminescence, uHTS; IRE1-XBP1 UPR activation; percent of tunicamycin response, DMSO as zero; activation, % at 20 µM; 330,000 tested, 0.33% active; AID 463104, 2010;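 active means versus positive control, 20 µM dose yields 30% or more activation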;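 further: 100% = tunicamycin at 10 µg/mL and 0% = DMSO only wells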
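Assay system: CHO-XBP1 luciferase reporter cells; Schedule: 6 h treatment, 37 °C; Detection: glow luminescence from Steady-Glo reagent; Benchmarks: high control tunicamycin 10 µg/mL final, low control DMSO vehicle only.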
GRIN3A LBD mod – binders of NR3A ligand-binding domain, primary screen, biophysical, differential scanning fluorimetry, uHTS. Tm shift relative to glycine control, % at 25 µM. AID 1259313, 2017. 340,000 tested, 2.5% active. NR3A LBD differential scanning fluorimetry, Tm shift; 0% = protein alone, 100% = glycine-bound protein. Glutamate receptor ionotropic, NMDA 3A (GRIN3A) ligand-binding domain;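 active means melting temperature shift of at least 10% of the positive control shift, at one fixed dose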
CHOP UPR activ – activators of apoptotic CHOP UPR arm, primary screen, cell-based, CHO-CHOP luciferase reporter, luminescence, uHTS | 330,000 tested, 0.34% active | UPR activation; percent of tunicamycin response over DMSO baseline | AID 449763, 2010 | activation, % at 10 µM;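 active means at 10 µM dose, activation of 40% or more, normalized to positive control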;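 further: 100% = tunicamycin at 10 µg/mL and 0% = DMSO alone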
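Material: CHO-CHOP cells, stable luciferase reporter of PERK-eIF2a-CHOP signalling; quantity: 500 reporter cells seeded per well; buffer or medium: F12 medium containing 10% fetal bovine serum; compound: one dose, 10 µM in 0.5% DMSO; incubation: 6 h compound treatment, 37 °C; measured by: Steady-Glo luciferase luminescence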
APJ ag – agonists of human apelin receptor APJ, primary screen, CHO-K1 cells, PathHunter beta-arrestin, luminescence; P35414; 0% DMSO wells, 100% apelin; 330,000 tested, 0.11% active; activation, % at 20 µM; AID 2520, 2010;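 active means activation more than six SD over the plate average, tested at 20 µM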;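 further: 0% = DMSO alone and 100% = apelin-13 at 10 nM; some results filed as inactive read as strong as hits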
Target sequence (P35414 whole entry, looked up): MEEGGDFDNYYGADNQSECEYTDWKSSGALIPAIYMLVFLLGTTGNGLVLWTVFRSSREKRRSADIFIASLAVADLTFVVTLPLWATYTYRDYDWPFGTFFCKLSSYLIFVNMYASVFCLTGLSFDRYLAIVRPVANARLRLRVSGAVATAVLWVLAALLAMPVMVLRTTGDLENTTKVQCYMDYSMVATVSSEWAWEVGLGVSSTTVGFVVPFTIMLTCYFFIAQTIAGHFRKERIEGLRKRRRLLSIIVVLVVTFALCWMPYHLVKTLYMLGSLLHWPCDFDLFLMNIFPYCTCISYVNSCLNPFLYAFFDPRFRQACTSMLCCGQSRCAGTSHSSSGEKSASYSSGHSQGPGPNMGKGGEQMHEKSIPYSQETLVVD
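Test system – PathHunter CHO-K1 APJ (AGTRL-1) beta-arrestin reporter cells · Input – 1000 cells/well · Compound – single test compound dose, 20 µM final, 1% DMSO · Times – compound stimulation 90 min at 25 °C, detection 60 min · Technique – beta-gal luminescence · Read-out basis – APJ–arrestin association signal · Control set – negative DMSO alone, positive Apelin-13 at 10 nM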
Mdm2-MdmX inh – inhibitors of human Mdm2-MdmX association, primary screen, cell-based, luminescence, split luciferase, SaOS-2, uHTS. Protein Mdm4 (Homo sapiens) + E3 ubiquitin-protein ligase Mdm2 (Homo sapiens), …. SaOS-2 split-luciferase Mdm2/MdmX complementation. inhibition, % at 8 µM. 330,000 tested, 3% active. AID 485346, 2010;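 active means inhibition of at least 50% at 8 µM in the primary screen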
tim10-1 inh – growth inhibitors of tim10-1 mutant yeast, primary screen, luminescence, uHTS | S. cerevisiae tim10-1 ts strain growth, BacTiter-Glo, 24 h | inhibition, % at 20 µM | 330,000 tested, 2.2% active | AID 463190, 2010;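 active means inhibition of at least 40%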;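 further: mutant grown at 25 °C; 0% = DMSO wells with yeast and 100% = wells holding no yeast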
* = called active by the depositor.

Results for O=C(c1ccccc1)c1ccc(OCC(O)CNCc2ccc(Cl)cc2)cc1 (stereo unspecified) ?
tim23-1 inh: 13; TIM10 inh: 25; NALP3 yeast inh: 23; XBP1 UPR activ: 4; GRIN3A LBD mod: 1; CHOP UPR activ: 0.4; APJ ag: -1; Mdm2-MdmX inh: 8; tim10-1 inh: 27

Results for COC(=O)c1ccc(Cl)c(NC(=O)CSc2ncn[nH]2)c1 ?
tim23-1 inh: 6; TIM10 inh: -3; NALP3 yeast inh: 14; XBP1 UPR activ: -4; GRIN3A LBD mod: -3; CHOP UPR activ: 0.6; APJ ag: -2; Mdm2-MdmX inh: 14; tim10-1 inh: -8

Results for COC(=O)c1ccc2nc(C)c(C)nc2c1 ?
tim23-1 inh: 4; TIM10 inh: 0; NALP3 yeast inh: 13; XBP1 UPR activ: -1; GRIN3A LBD mod: 1; CHOP UPR activ: -0.2; APJ ag: -1; Mdm2-MdmX inh: 16; tim10-1 inh: 14

What do the screens show for `CCN(CC(=O)NCCC1=CCCCC1)S(=O)(=O)c1ccccc1`?
tim23-1 inh: 27; TIM10 inh: 2; NALP3 yeast inh: 13; XBP1 UPR activ: -2; GRIN3A LBD mod: 2; CHOP UPR activ: 1.0; APJ ag: -1; Mdm2-MdmX inh: -7; tim10-1 inh: 15

What do the screens show for `N#Cc1c(N)nc(SC2CCCCC2=O)c(C#N)c1-c1ccco1` (stereo unspecified)?
tim23-1 inh: -6; TIM10 inh: 1; NALP3 yeast inh: 12; XBP1 UPR activ: 9; GRIN3A LBD mod: -5; CHOP UPR activ: 0.4; APJ ag: -3; Mdm2-MdmX inh: 10; tim10-1 inh: 2

How did COc1ccc(Nc2nnc(SCC3CCCCO3)s2)cc1 (stereo unspecified) do in these assays?
tim23-1 inh: 37; TIM10 inh: 11; NALP3 yeast inh: 4; XBP1 UPR activ: 5; GRIN3A LBD mod: -6; CHOP UPR activ: -0.9; APJ ag: -3; Mdm2-MdmX inh: -8; tim10-1 inh: 8

What do the screens show for `COc1ccc(S(=O)(=O)N2CCOC2CNC(=O)C(=O)NCCCc2ccccc2)cc1` (stereo unspecified)?
tim23-1 inh: 13; TIM10 inh: 0; NALP3 yeast inh: -3; XBP1 UPR activ: -5; GRIN3A LBD mod: 3; CHOP UPR activ: -0.9; APJ ag: -2; Mdm2-MdmX inh: 19; tim10-1 inh: 18

How did CCC(C)[C@H](N)c1nnc(SCC(=O)Nc2ccc(C)cc2C)o1 (stereo partly specified) do in these assays?
tim23-1 inh: 6; TIM10 inh: 12; NALP3 yeast inh: -11; XBP1 UPR activ: -8; GRIN3A LBD mod: -3; CHOP UPR activ: -0.2; APJ ag: 2; Mdm2-MdmX inh: 10; tim10-1 inh: 14

Results for CCNc1nc(SC(C)C(=O)Nc2ccccc2)nc(N2CCOCC2)n1 (stereo unspecified) ?
tim23-1 inh: 11; TIM10 inh: 11; NALP3 yeast inh: 8; XBP1 UPR activ: 1; GRIN3A LBD mod: 1; CHOP UPR activ: 0.9; APJ ag: 3; Mdm2-MdmX inh: -1; tim10-1 inh: 11

Results for C[N+](C)(CCOc1ccccc1)Cc1ccccc1 (tested in a mixture with another compound) ?
tim23-1 inh: 15; TIM10 inh: 6; NALP3 yeast inh: 16; XBP1 UPR activ: -4; GRIN3A LBD mod: -6; CHOP UPR activ: -0.7; APJ ag: 28; Mdm2-MdmX inh: 18; tim10-1 inh: 3

How did COc1ccc(NC(=O)CN(C)C(=O)c2cccc(S(=O)(=O)N3CCN(Cc4ccccc4)CC3)c2)cc1 do in these assays?
tim23-1 inh: 20; TIM10 inh: 13; NALP3 yeast inh: 1; XBP1 UPR activ: -5; GRIN3A LBD mod: 1; CHOP UPR activ: -1.7; APJ ag: 14; Mdm2-MdmX inh: 38; tim10-1 inh: 16

How did O=C(CN1CCCC1)NC(=O)NC1CCCC1 do in these assays?
tim23-1 inh: 0; TIM10 inh: -11; NALP3 yeast inh: 7; XBP1 UPR activ: -6; GRIN3A LBD mod: -1; CHOP UPR activ: 1.3; APJ ag: -2; Mdm2-MdmX inh: -16; tim10-1 inh: 1

How did CCOc1ccc2nc(SCC(=O)NC(=O)NCc3ccco3)[nH]c2c1 do in these assays?
tim23-1 inh: -14; TIM10 inh: -13; NALP3 yeast inh: 4; XBP1 UPR activ: -5; GRIN3A LBD mod: -4; CHOP UPR activ: 1.9; APJ ag: -4; Mdm2-MdmX inh: 22; tim10-1 inh: -8

What do the screens show for `Cc1ccccc1Nc1nc(N)nc(CSCC(=O)Nc2cccc(Br)c2)n1`?
tim23-1 inh: 15; TIM10 inh: -9; NALP3 yeast inh: -4; XBP1 UPR activ: 0; GRIN3A LBD mod: -3; CHOP UPR activ: 3.8; APJ ag: 0; Mdm2-MdmX inh: -22; tim10-1 inh: 11

What do the screens show for `Cc1c(NC(=O)c2cc(-c3cccs3)on2)c(=O)n(-c2ccccc2)n1C`?
tim23-1 inh: 18; TIM10 inh: -3; NALP3 yeast inh: 12; XBP1 UPR activ: -2; GRIN3A LBD mod: 0; CHOP UPR activ: 0.2; APJ ag: 1; Mdm2-MdmX inh: -25; tim10-1 inh: 6

What do the screens show for `O=C(O)COc1ccc(/C=C/C(=O)c2ccc(C3CCCCC3)cc2)cc1`?
tim23-1 inh: 9; TIM10 inh: -1; NALP3 yeast inh: 21; XBP1 UPR activ: 5; GRIN3A LBD mod: 0; CHOP UPR activ: 4.7; APJ ag: -3; Mdm2-MdmX inh: 14; tim10-1 inh: 13

What do the screens show for `Cc1ccccc1-n1nnnc1SCC(=O)NNC(=O)c1ccc(NC(=O)CC#N)cc1`?
tim23-1 inh: 9; TIM10 inh: 7; NALP3 yeast inh: 20; XBP1 UPR activ: 0; GRIN3A LBD mod: 0; CHOP UPR activ: -1.2; APJ ag: -5; Mdm2-MdmX inh: -7; tim10-1 inh: 7

How did Cc1cc(C)cc(NC(=O)c2cc(C)n(Cc3cccs3)c2C)c1 do in these assays?
tim23-1 inh: 17; TIM10 inh: 17; NALP3 yeast inh: -16; XBP1 UPR activ: 1; GRIN3A LBD mod: -1; CHOP UPR activ: 8.4; APJ ag: -1; Mdm2-MdmX inh: 0; tim10-1 inh: 29

What do the screens show for `O=S(=O)(Nc1cccc(S(=O)(=O)N2CCCC2)c1)c1ccc(Cl)cc1`?
tim23-1 inh: 11; TIM10 inh: 4; NALP3 yeast inh: 18; XBP1 UPR activ: -3; GRIN3A LBD mod: -2; CHOP UPR activ: 0.5; APJ ag: -2; Mdm2-MdmX inh: -1; tim10-1 inh: 3

Results for CCc1ccc(CNC(=O)c2ccc(OC3CCN(C(=O)COC)CC3)cc2)nc1 ?
tim23-1 inh: 1; TIM10 inh: -1; NALP3 yeast inh: 20; XBP1 UPR activ: -3; GRIN3A LBD mod: -2; CHOP UPR activ: 0.9; APJ ag: 0; Mdm2-MdmX inh: 12; tim10-1 inh: -21

How did COc1ccc(CNCC(=O)Nc2cccc(S(N)(=O)=O)c2)cc1 do in these assays?
tim23-1 inh: 5; TIM10 inh: 7; NALP3 yeast inh: 1; XBP1 UPR activ: -2; GRIN3A LBD mod: 0; CHOP UPR activ: 0.6; APJ ag: 0; Mdm2-MdmX inh: 18; tim10-1 inh: 3

What do the screens show for `CCCn1cnc2cc(NC(=O)c3ccco3)ccc21`?
tim23-1 inh: 46; TIM10 inh: 0; NALP3 yeast inh: 9; XBP1 UPR activ: -7; GRIN3A LBD mod: 1; CHOP UPR activ: 0.6; APJ ag: 0; Mdm2-MdmX inh: -13; tim10-1 inh: 0

How did COC(=O)C1=C(C(=O)OC)SC(=C2C(=S)C(C)(C)N(C(=O)C3CC3)c3ccccc32)S1 do in these assays?
tim23-1 inh: 35; TIM10 inh: 14; NALP3 yeast inh: 24; XBP1 UPR activ: -6; GRIN3A LBD mod: 2; CHOP UPR activ: -1.0; APJ ag: -12; Mdm2-MdmX inh: -25; tim10-1 inh: 23

What do the screens show for `COc1ccc2c(c1)[C@H]1[C@H](CO2)[C@H](c2ccccc2)[C@]2(C)C(=O)Nc3ccc(Br)cc3C(=O)N12`?
tim23-1 inh: 42; TIM10 inh: 34; NALP3 yeast inh: 13; XBP1 UPR activ: -3; GRIN3A LBD mod: -7; CHOP UPR activ: -1.1; APJ ag: -2; Mdm2-MdmX inh: 27; tim10-1 inh: 19

How did Cc1ccc(CSCC(=O)N2CCN(Cc3ccc4c(c3)OCO4)CC2)cc1 do in these assays?
tim23-1 inh: 39; TIM10 inh: 41*; NALP3 yeast inh: 9; XBP1 UPR activ: 0; GRIN3A LBD mod: -5; CHOP UPR activ: -2.8; APJ ag: -7; Mdm2-MdmX inh: 22; tim10-1 inh: 57*
